SENP1 FRET inh: human SENP1 catalytic domain inhibitors, primary screen, biochemical, FRET, uHTS. Sentrin-specific protease 1 (Homo sapiens), Q9P0U3. recombinant SENP1 catalytic domain, CyPet-SUMO1-YPet FRET cleavage. inhibition, % at 10 µM. actives 0.21% (n = 360,000). AID 624204, 2012;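 active = inhibition at least 30% at 10 µM, raw YFP signal under a set limit, fluorescence ratio 0.5 to 1.5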;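 note: 0% = enzyme with DMSO and 100% = no enzyme wells; some results filed as inactive read as strong as hits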
Target sequence (Q9P0U3 419-644 limits assumed): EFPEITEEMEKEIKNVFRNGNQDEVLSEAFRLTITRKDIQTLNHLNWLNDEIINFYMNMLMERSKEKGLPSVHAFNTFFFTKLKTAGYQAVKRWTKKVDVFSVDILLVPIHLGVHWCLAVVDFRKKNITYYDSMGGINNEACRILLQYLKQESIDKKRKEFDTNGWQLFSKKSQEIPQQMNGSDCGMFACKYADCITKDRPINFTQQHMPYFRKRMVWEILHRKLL
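Test system: recombinant human SENP1 catalytic domain, His6-tagged / Medium: pH 8 Tris buffer with EDTA, NaCl, BME, BSA, NP40, catalase / Also added: SUMO1 FRET substrate flanked by Cypet and Ypet, 25 nM / Times: 50 min reaction at room temperature / Signal: FRET, CFP and YFP emission / Control set: no-enzyme low control and enzyme-plus-DMSO high control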
SENP7 inh: SENP7 protease inhibitors, primary screen, biochemical, luminescence, uHTS | Sentrin-specific protease 7 (Homo sapiens), Q9BQF6 | recombinant SENP7, Z-RLRGG-aminoluciferin luminescence, 40 min | inhibition, % at 5 µM | actives 1.5% (n = 330,000) | AID 434973, 2010;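 active = inhibition above about 50% at the single test dose, limit read from the data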;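 note: plate controls were DMSO with enzyme for no effect and no enzyme buffer wells for full effect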
Target sequence (Q9BQF6 706-1050 limits assumed): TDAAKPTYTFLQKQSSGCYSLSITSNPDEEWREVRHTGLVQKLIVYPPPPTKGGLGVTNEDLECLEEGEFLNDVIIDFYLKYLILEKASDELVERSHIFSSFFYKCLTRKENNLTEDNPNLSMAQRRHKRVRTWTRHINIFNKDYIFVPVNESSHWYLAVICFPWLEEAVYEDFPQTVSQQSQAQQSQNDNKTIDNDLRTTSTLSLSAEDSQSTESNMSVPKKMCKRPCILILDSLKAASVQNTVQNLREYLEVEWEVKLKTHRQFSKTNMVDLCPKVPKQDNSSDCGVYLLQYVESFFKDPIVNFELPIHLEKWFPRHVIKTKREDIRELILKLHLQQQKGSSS
MIN6 prolif: inducers of MIN6 beta-cell proliferation, primary screen, ATP luminescence, uHTS | MIN6 cells proliferation, ATPlite luminescence, 48 h; cells starved in 0.2% serum; 100% = growth in 10% serum | proliferation, % at 10 µM | actives 0.29% (n = 330,000);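 active = compounds whose signal lies at least 3.5 SD above the mean of all wells on their plate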;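 note: 0% = DMSO-treated cells in low-serum medium and 100% = 10% serum control; some compounds called inactive have numbers as strong as hits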
SENP6 block: SENP6 protease inhibitors, primary screen, biochemical, luminescence, uHTS | Sentrin-specific protease 6 (Homo sapiens), Q9GZR1 | actives 1.8% (n = 330,000) | inhibition, % at 10 µM | Recombinant SENP6 catalytic domain, aminoluciferin luminescence | AID 2599, 2010;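 active = inhibition above about 50% at the single tested dose, limit read from the data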;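 note: plate controls were DMSO wells with enzyme for no effect and DMSO wells lacking enzyme for full effect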
Target sequence (Q9GZR1 628-1112 limits assumed): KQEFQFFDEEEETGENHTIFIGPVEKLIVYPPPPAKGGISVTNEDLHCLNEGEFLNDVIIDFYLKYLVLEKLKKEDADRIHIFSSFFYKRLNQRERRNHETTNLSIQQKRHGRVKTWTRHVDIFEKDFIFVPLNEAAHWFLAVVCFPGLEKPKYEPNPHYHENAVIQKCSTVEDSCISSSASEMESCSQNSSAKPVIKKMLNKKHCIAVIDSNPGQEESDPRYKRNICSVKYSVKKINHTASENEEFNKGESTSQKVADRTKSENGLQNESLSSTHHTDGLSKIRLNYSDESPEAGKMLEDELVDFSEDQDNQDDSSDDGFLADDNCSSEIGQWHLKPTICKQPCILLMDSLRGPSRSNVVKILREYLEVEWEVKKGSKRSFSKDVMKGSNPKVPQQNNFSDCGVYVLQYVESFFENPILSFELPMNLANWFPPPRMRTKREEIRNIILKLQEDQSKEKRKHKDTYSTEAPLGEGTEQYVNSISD
SENP8 block-1: human SENP8 protease inhibitors, primary screen, biochemical, fluorescence, Nedd8 protein substrate, uHTS | Sentrin-specific protease 8 (Homo sapiens), Q96LD8 | recombinant SENP8 | inhibition, % at 20 µM | actives 0.64% (n = 360,000) | AID 602440, 2012; in the data active = inhibition mostly above about 40%, no sharp cut-off; inactive = mostly below about 27%
PfG6PD inh: PfG6PD enzyme inhibitors, primary screen, biochemical, fluorescence intensity, uHTS; glucose-6-phosphate dehydrogenase-6-phosphogluconolactonase (Plasmodium falciparum 3D7); PfGluPho enzyme, NADPH resazurin-diaphorase fluorescence; inhibition, % at 20 µM; actives 0.78% (n = 350,000);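 active = inhibition reaching at least a set limit at 20 µM in the primary screen, cut at about 59% in these data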;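 note: 0% = DMSO wells with substrate and 100% = DMSO wells lacking glucose-6-phosphate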
HKDC1 inh: HKDC1 hexokinase inhibitors, primary screen, biochemical, fluorescence, uHTS; Q2TB90; recombinant HKDC1, G6PDH/diaphorase resazurin coupled fluorescence; inhibition, % at 20 µM; actives 0.16% (n = 340,000); AID 493160, 2011;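 active = inhibition above about 35% when tested at 20 µM, limit read from the data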;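 note: plate controls were DMSO wells with enzyme for no effect and DMSO wells lacking enzyme for full effect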
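Test system: recombinant HKDC1 (HK5) hexokinase enzyme, produced in-house; Amount: enzyme 5 µg/mL final; Buffer or medium: Tris pH 8.0 buffer with MgCl2, Tween-20, BSA, BME; Reagent: glucose and ATP substrates; Doses: 20 µM test compound, 1% DMSO; Incubation: 90 min reaction incubation at room temperature, dark; Detection: resorufin fluorescence at 613 nm.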
UBC13 polyUb: UBC13 polyubiquitin chain formation inhibitors, primary screen, biochemical, TR-FRET, uHTS; AID 485273, 2010; Ubiquitin-conjugating enzyme E2 N (Homo sapiens), P61088; actives 0.47% (n = 330,000); inhibition, % at 20 µM; in the data active = inhibition above about 45%, passing the limit was not always enough
SENP8 block-2: SENP8 protease inhibitors, primary screen, biochemical, luminescence. Sentrin-specific protease 8 (Homo sapiens), Q96LD8. purified SENP8, Z-RLRGG-aminoluciferin cleavage. inhibition, % at 10 µM. actives 1.2% (n = 330,000). AID 2540, 2010; in the data active = inhibition above about 50%
Starred values were filed as active, the others as inactive; i = inactive; · = no result given.

entry | compound | SENP1 FRET inh | SENP7 inh | MIN6 prolif | SENP6 block | SENP8 block-1
1 | COc1ccc(CN(C)C(C)C(=O)NC2CCCc3ccccc32)cc1 (stereo not given) | -3 | -12 | -4 | -28 | 16
2 | COc1ccccc1OCc1ccc(C(=O)Nc2ccncc2)o1 | 1 | -10 | -2 | -22 | 19
3 | CCOc1ccccc1N1CC(C(=O)NC2CCCCCC2)CC1=O (stereo not given) | 1 | 3 | 3 | 0 | 29
4 | Cc1ccc(N(CCC(=O)O)S(=O)(=O)c2ccc(C)cc2)cc1 | 1 | -1 | 0 | 12 | 20
5 | N#C/C(=C1/CCCCCN1)c1nnc2n1CCCCC2 | 1 | -2 | 2 | -15 | 10
6 | Cc1c(NC(=O)c2ccc(S(=O)(=O)N3CCOCC3)cc2)cccc1[N+](=O)[O-] | 2 | 4 | -1 | -19 | 4
7 | CCCS(=O)(=O)c1c(S(=O)(=O)CCC)c2c(C)cccn2c1C(=O)OC | 1 | -1 | 0 | 1 | -147
8 | Cc1nc2ccccc2n1CC(=O)OCC(=O)NCc1ccccc1 | 4 | 2 | -3 | 1 | 18
9 | CN(C)S(=O)(=O)c1ccc(N2CCCC2)c(C(=O)OCC(=O)NC2CCCCC2)c1 | 3 | 10 | 3 | -12 | 16
10 | Cc1noc(C)c1C(=O)OCC(=O)Nc1cc(S(=O)(=O)N2CCOCC2)ccc1Cl | · | 9 | 0 | 6 | ·
11 | CC(C)C12CN3CC(C(C)C)(CN(C1)C3c1ccc3c(c1)OCO3)C2=O (stereo not given) | 1 | 2 | -1 | -9 | 7
12 | N#Cc1nc(-c2ccccc2)oc1NCCCn1ccnc1 | 2 | -3 | -1 | -6 | -393

entry | PfG6PD inh | HKDC1 inh | UBC13 polyUb | SENP8 block-2
1 | 5 | 1 | -8 | -3
2 | -6 | 0 | 14 | -10
3 | 1 | 0 | 1 | -2
4 | -24 | -6 | 8 | -4
5 | -4 | -6 | -1 | -8
6 | -5 | 2 | 1 | -8
7 | 29 | -12 | 1 | -4
8 | -14 | 2 | -6 | 7
9 | -11 | -3 | -4 | -8
10 | · | · | -2 | 5
11 | -5 | 15 | 3 | -2
12 | -10 | -6 | 6 | 1

Just PfG6PD inh, SENP6 block and HKDC1 inh (2 entries from above):
nr | structure | PfG6PD inh | SENP6 block | HKDC1 inh
10 | Cc1noc(C)c1C(=O)OCC(=O)Nc1cc(S(=O)(=O)N2CCOCC2)ccc1Cl | · | 6 | ·
7 | CCCS(=O)(=O)c1c(S(=O)(=O)CCC)c2c(C)cccn2c1C(=O)OC | 29 | 1 | -12

The listing continues:
entry | compound | SENP1 FRET inh | SENP7 inh | MIN6 prolif | SENP6 block | SENP8 block-1
13 | Cc1ccc(OCC(=O)NNC(=S)NC(=O)C2CC2)c(C)c1 | 3 | -9 | -6 | 8 | 9
14 | COC(OC)c1ccc(C#N)c(=O)[nH]1 | -1 | -6 | -1 | -9 | -395
15 | CCOc1ccc(S(=O)(=O)N(CC(=O)NCC(F)(F)F)Cc2ccco2)cc1 | 2 | -3 | 0 | -15 | 3
16 | CCN1CCc2c(sc(NC(=O)CN3C(=O)c4ccccc4C3=O)c2C(N)=O)C1 | -116 | 6 | 0 | 9 | -10
17 | C/C(O)=C(\N=Nc1cc(C)ccc1O)C(N)=O | 0 | 0 | 0 | 15 | 21
18 | COc1ccc(C)cc1NC(=O)CO/N=C(\N)CC(=O)NC1CCCCC1 | 4 | -2 | -1 | -8 | 10
19 | O=C(Nc1ccccc1N1CCN(c2ccccc2)CC1)c1cccc(F)c1 | 1 | 8 | -2 | 5 | 9
20 | C/C(CC(=O)Nc1ccc(Cl)cc1)=N\NC(=O)C(=O)NCCO | 2 | -3 | 0 | -15 | 7
21 | O=C(CSc1nc(C(F)(F)F)cc(=O)[nH]1)N1CCOCC1 | 1 | -19 | 1 | -3 | 10
22 | COC(CNC(=O)c1ccc(-n2c(=S)[nH]c3ccccc3c2=O)cc1)OC | 1 | 11 | -5 | 24 | 5
23 | COc1cc(OC)cc(C(=O)OCC(=O)c2cc(C)n(CC3CCCO3)c2C)c1 (stereo not given) | 0 | 22 | -4 | 68* | 0
24 | CCC(C(=O)OCC(=O)Nc1ccccc1-c1ccccc1)c1ccccc1 (stereo not given) | 1 | 5 | 0 | -4 | 11

entry | PfG6PD inh | HKDC1 inh | UBC13 polyUb | SENP8 block-2
13 | · | · | 85* | 4
14 | 10 | 0 | 2 | -11
15 | -7 | -10 | 0 | -8
16 | -6 | -11 | 0 | -5
17 | -12 | -8 | -35 | 3
18 | 2 | 0 | 4 | -7
19 | 17 | -2 | -4 | -8
20 | 5 | -12 | 10 | -4
21 | 9 | -7 | -7 | -5
22 | 2 | 2 | 19 | 5
23 | 8 | -3 | 9 | 48
24 | 1 | 6 | 4 | -2

Continued:
entry | compound | SENP1 FRET inh | SENP7 inh | MIN6 prolif | SENP6 block | SENP8 block-1
25 | Cc1ccc(/C=C/C(=O)c2c(C)nc3ccccn23)cc1 | 1 | 103* | -4 | 16 | 7
26 | CN(C(=O)c1cccc(NC(=O)Cc2ccc(NC(=O)C3CCCN(S(=O)(=O)c4cccc([N+](=O)[O-])c4)C3)cc2)c1)C1CCC1 (stereo not given) | 4 | · | · | · | 9
27 | COc1ccc(NC(=O)C2CCOC(C)(C)C2)cc1 (stereo not given) | 0 | 6 | 0 | 0 | 3
28 | CCC(C)[C@H](NC(=O)Nc1cccc(OC)c1)C(=O)OC (stereo not given in full) | 1 | 2 | 0 | -2 | 19
29 | COc1ccc(-c2oc3ccccc3c2C(=O)Oc2ccccc2)cc1 | 2 | -9 | -7 | 9 | i
30 | CCOC(=O)c1ccccc1NC(=O)Cn1cnc2c(cnn2-c2ccc(OC)cc2)c1=O | · | 9 | 1 | -3 | ·
31 | CN(C)S(=O)(=O)c1ccc(C(=O)Nc2cc(=O)n(C)c(=O)n2C)cc1 | -1 | -6 | -4 | -23 | 24
32 | CCOc1ccc(S(=O)(=O)Nc2ccccc2C(=O)N2CCCC2)cc1 | 2 | -6 | -1 | 14 | 2
33 | N#Cc1ccc(OCC(=O)OCC(=O)NC2CC2)cc1 | 4 | -8 | -3 | -20 | 12
34 | C[C@H](CO)N1C[C@H](C)[C@@H](CN(C)C(=O)Nc2ccc3c(c2)OCO3)Oc2c(NC(=O)Nc3ccc(C(F)(F)F)cc3)cccc2C1=O | 3 | 2 | -6 | -3 | 12
35 | Cc1ccc(C)c(Nc2c([N+](=O)[O-])cc(C(=O)N3CC(=O)Nc4ccccc43)cc2[N+](=O)[O-])c1 | 2 | 0 | -7 | -6 | 60*
36 | COc1ccc(-c2c[n+](CC(=O)c3ccccc3)c3n2CCCCC3)cc1 | 0 | -1 | -4 | -28 | 18

entry | PfG6PD inh | HKDC1 inh | UBC13 polyUb | SENP8 block-2
25 | 21 | 1 | -1 | -18
26 | 7 | -3 | · | ·
27 | 4 | 1 | -5 | 8
28 | 7 | -4 | -11 | -3
29 | 10 | -2 | 19 | 4
30 | -9 | -6 | 9 | -2
31 | -12 | -9 | -17 | -8
32 | 18 | -10 | 2 | 6
33 | 5 | -3 | 0 | -9
34 | 48 | 1 | 20 | 2
35 | 19 | 9 | -47 | -7
36 | 1 | -2 | 10 | 1

Copied from the list:
SENP8 block-1 with CCC(C)[C@H](NC(=O)Nc1cccc(OC)c1)C(=O)OC (stereo not given in full) stands at 19
UBC13 polyUb with N#Cc1ccc(OCC(=O)OCC(=O)NC2CC2)cc1 stands at 0
MIN6 prolif with COc1ccc(-c2oc3ccccc3c2C(=O)Oc2ccccc2)cc1 stands at -7
SENP8 block-2 with Cc1ccc(C)c(Nc2c([N+](=O)[O-])cc(C(=O)N3CC(=O)Nc4ccccc43)cc2[N+](=O)[O-])c1 stands at -7
PfG6PD inh with CN(C(=O)c1cccc(NC(=O)Cc2ccc(NC(=O)C3CCCN(S(=O)(=O)c4cccc([N+](=O)[O-])c4)C3)cc2)c1)C1CCC1 (stereo not given) stands at 7
SENP7 inh with CCOC(=O)c1ccccc1NC(=O)Cn1cnc2c(cnn2-c2ccc(OC)cc2)c1=O stands at 9

(cont.)
entry | compound | SENP1 FRET inh | SENP7 inh | MIN6 prolif | SENP6 block | SENP8 block-1
37 | CC(=O)Nc1ccc2c(c1)C(=O)N(c1cccc(C)c1)C2=O | 1 | 2 | -3 | 4 | 3
38 | CCCS(=O)(=O)N1CCCC(C(=O)c2cccc(Cl)c2)C1 (stereo not given) | -1 | 8 | -4 | 3 | 8
39 | c1cncc(CSc2nnc3ccc(-c4cccs4)nn23)c1 | 2 | -5 | 2 | -2 | -113
40 | COc1ccc(Cl)cc1NC(=O)CN(C)C(=O)Cn1c(=O)oc2ccccc21 | 3 | -13 | -2 | -12 | 11
41 | CCC1(CC)Cc2ccccc2-c2nc(CCl)[nH]c(=O)c21 | -1 | -7 | -4 | -15 | -11
42 | O=c1/c(=C/c2ccco2)sc2nc(-c3ccccc3Br)nn12 | -5 | -11 | -1 | 12 | 6
43 | S=c1nc(-c2ccc(Br)cc2)[nH]c2ccccc12 | 0 | -14 | -2 | -11 | 27
44 | Cc1cccc(C)c1-n1c(C)nn(Cc2ccc([N+](=O)[O-])cc2)c1=O | 0 | 4 | -3 | -16 | 12
45 | CCOC(=O)Cc1c(C)nc2c(-c3cccc(Br)c3)cnn2c1C | -6 | 3 | 0 | 0 | -190
46 | CCn1cc(C(=O)N2CCN(C(=O)c3ccco3)CC2)c2cc(OC)c(OC)cc2c1=O | 1 | 0 | 1 | -2 | -10
47 | Cc1cc(C)c(-c2cc(NC(=O)COC(=O)c3ccc(CO)cc3)n(-c3ccccc3)n2)cc1C | 4 | 0 | 5 | 11 | 6

entry | PfG6PD inh | HKDC1 inh | UBC13 polyUb | SENP8 block-2
37 | -3 | -10 | 46* | -8
38 | -14 | -7 | -11 | 1
39 | -2 | -5 | 15 | -4
40 | -12 | -6 | -2 | -2
41 | 41 | 11 | 9 | 2
42 | -8 | 4 | -3 | -34
43 | -4 | -8 | 43 | -21
44 | 6 | -6 | -5 | 3
45 | -8 | 13 | 26 | -2
46 | -4 | -6 | 2 | 2
47 | 13 | -4 | 5 | -1

Values by screen from the entries so far.
Entries 21 to 27 in UBC13 polyUb: -7, 19, 9, 4, -1, ·, -5
Entries 21 to 27 in SENP8 block-1: 10, 5, 0, 11, 7, 9, 3

Rows are unselected. About 4% of those tested had a hit in this group.
